mHTT CaM bind: mutant huntingtin-calmodulin interaction inhibitors – biochemical, AlphaScreen, primary screen | P42858 | AlphaScreen His-mHTT/GST-CaM binding, luminescence | inhibition, % at 15 µM | 3.6% of 190,000 active;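 also: 0% = both proteins with DMSO and 100% = one protein alone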
Pf apPOL inh: Pf-apPOL inhibitors, biochemical, fluorescence; Plasmodium falciparum apicoplast DNA polymerase (apPOL); Recombinant Pf-apPOL, molecular beacon fluorescence, 1.5 h; inhibition, % at 10 µM; 0.25% of 210,000 active; AID 1794808, 2022
Active calls of the source: *; . = no result given; & = joins results of further samples. Rule as the data show it: active = inhibition above about 50%; inactive = the rest.

SMILES | mHTT CaM bind | Pf apPOL inh
O=S(=O)(c1ccc(Br)cc1)N1CCc2ccccc2C1 | -11&-9 | -2
O=C(NCc1cccnc1)c1nc2ccccn2c1-c1ccsc1 | -8 | -4
Cc1cc(O)c(C(C)C)cc1NC(=O)c1ccc(Cl)cc1 | 4 | -11
CCN1CCN(C2=NC(=O)/C(=C\c3cc(OC)c(OC)c(OC)c3)S2)CC1 | 4 | -3
Cc1ccc(C2CC(C(F)(F)F)n3ncc(C(=O)Nc4cccc(C(C)O)c4)c3N2)cc1 (stereo not given) | 31 | -1
CCOC(=O)Cn1cc(CN2CCCC2c2c(C)noc2CC)c2ccccc21 (stereo not given) | 8 | -4
NC(=O)c1ccc(NC(=O)Nc2cccc(Cl)c2)cc1 | 4 | -5
CCCC(=O)Nc1ccc2c(c1)C(=O)CC(c1ccc3c(c1)OCO3)O2 (stereo not given) | -2&-7 | -10&-14
Cc1nnc(-c2cc(C)n(CC(=O)Nc3ccc(C)c(Cl)c3)c2C)o1 | 39 | 7
Cc1cc(C)cc(OCc2nc(C(=O)NC3CC3)cs2)c1 | -9 | -3
Cc1cc(C(=O)N2CCCn3nc(-c4ccc(F)cc4)cc3C2)nn1C | 1 | -6
COc1cccc(C(=O)N2C(C(=O)N3CCCC3)COC23CCC(C)CC3)c1 (stereo not given) | 2 | -5
COc1ccc(CCNc2ccc(N3C(=O)C4CCC(C)CC4C3=O)cc2[N+](=O)[O-])cc1OC (stereo not given) | 45 | -22
COc1cccc(OC)c1C(=O)NCC1(O)CCCC1 | -1 | -11
Cc1ccc([C@H]2C[C@H](n3cc(COC(=O)c4ccccc4)nn3)[C@@H](O)CN2Cc2cccs2)cc1 | 26 | 1
CC(C)NC(=O)c1cc2n(n1)C(C(F)(F)F)CC(c1cccs1)N2 (stereo not given) | -1 | -4
CSc1ccc(CCNC(=O)c2ccc3c(c2)nc2n3CCCC2)cc1 | 29 | -4
Cc1ccc(NC(=O)OCC(F)(F)C(F)F)cc1Cl | -73 | -2
CC(=O)N1CCC2(CC1)C1CN(C(C)=O)CC=C1C(C#N)=C(N)C2(C#N)C#N (stereo not given) | -8&-5 | -13
NC(=O)Cn1nc([N+](=O)[O-])nc1Br | -8 | .
CCCc1nc2cccnc2n1C1CCN(C(=O)Cc2ccc(OCC)cc2)C1 (stereo not given) | 3 | 4
COc1ccc(NC(=O)C(C)Oc2ccc(Cl)cc2Cl)c([N+](=O)[O-])c1 (stereo not given) | 2 | -2
Cc1cc(C)cc(OCCNS(=O)(=O)c2cccs2)c1 | -18 | -3
Cc1ccc2c(n1)CC(C)(C)CC2=NO | . | -23
O=C(CCC1CCCN(C(=O)Nc2ccc(F)cc2)C1)N1CCC2(CC1)OCCO2 (stereo not given) | -7 | -6
COc1ccc(NC(=O)N2CCC(c3cc(N)on3)CC2)cc1 | 1 | -2
CCc1ccc(N2C=C(C(=O)N3CCCC3)S(=O)(=O)c3ccccc32)cc1 | 6 | -4
CCCN1C(=O)c2ccc(C(=O)c3ccc(C(=O)O)cc3)cc2C1=O | -3 | 1
Cc1ccc(C)c(NC(=O)N2CCn3cccc3C2C)c1 (stereo not given) | 3 | -5
O=C(NC1CCCCCC1)c1ccc(Br)o1 | -10 | .
Cc1nc(Oc2ccc3c(c2)OCO3)c2c3c(sc2n1)CCCC3 | 5 | -3
CCOc1cccc2cc(C(N)=O)c(=Nc3ccc(C#N)cc3)oc12 | 2 | -7
CN(NC(=O)NC(=O)c1c(Cl)cccc1Cl)c1ccc(C(F)(F)F)cc1[N+](=O)[O-] | . | 6
CCOc1ccccc1NC(=O)N1CCOc2ccc(C)cc21 | -4 | -2
CCn1cnc2cc(CNC(=O)c3ccc(C(F)(F)F)cc3)ccc21 | 12 | -6
O=C(Nc1nnc(CCS(=O)(=O)c2ccccc2)o1)c1cc2ccccc2o1 | -8 | 7
O=C(Nc1ccccc1)N1CCC(n2cnc3ccc(Cl)cc3c2=O)CC1 | -6 | 0
Cc1sc2ncn(C(C)C(=O)OC3CCCCC3)c(=O)c2c1C (stereo not given) | -15 | .
O=C(NCC(O)c1ccc(C(F)(F)F)cc1)c1cc(-c2ccco2)on1 (stereo not given) | 4 | -10
CCc1ccc(NC(=O)N2CCC3(CC2)NC(=O)c2ccccc2N3C)cc1 | -16 | -12
O=C(CN(c1ccccc1)S(=O)(=O)c1ccccc1[N+](=O)[O-])N1CCCCCC1 | 11 | -8
Cc1ccc(C2Cn3nnc(C(=O)N4CCN(C(=O)c5cccc(F)c5)CC4)c3CO2)cc1 (stereo not given) | 1 | -2
O=C(NCCc1csc(C2CCN(C(=O)c3ccccc3)CC2)n1)C1CC1 | 2 | -2
CCOC(=O)C(C)Sc1nnc(Cc2cc(=O)[nH]c(=O)[nH]2)n1-c1ccc(OCC)cc1 (stereo not given) | -1 | -1
CC(C)(C)C(=O)C=Cc1ccccc1O | 0 | -8
CCOc1ccccc1C(=O)NCCn1ccnc1C | -6 | 4
CNc1nnc(SCc2ccccc2)s1 | -3 | 0
O=C(O)C(Sc1ncnc2nc[nH]c12)c1ccccc1 (stereo not given) | -4 | 2
CCOC(=O)c1ccc(NS(=O)C23CC4CC(CC(C4)C2)C3)cc1 (stereo not given) | -2 | -1
Cc1cc(=O)[nH]c(SCC(=O)N(c2ccccc2)C(C)C)n1 | -13 | 9
CC(C)N1COc2ccc3c(=O)c(-c4ccccc4)coc3c2C1 | -2 | -8
Cc1cc2c(c(C)c1Cl)C(c1ccc3c(c1)OCO3)CC(O)(c1ccccc1)O2 (stereo not given) | 86* | 1
CCN(CC)S(=O)(=O)c1ccc(C(=O)Nc2nnc(-c3cccc(OC)c3)o2)cc1 | 22 | -10
Cc1ccc(N(CC(=O)Nc2ccccc2C(=O)NC(C)C)S(C)(=O)=O)cc1 | -3 | -1
CCOc1cccc(OCCOc2ccc([N+](=O)[O-])cc2)c1 | -18 | 4
CC(=O)NCc1csc(C2CCCN(S(=O)(=O)c3ccc(F)c(F)c3)C2)n1 (stereo not given) | 0 | -6
CCCN1CCC(N2CCN(S(=O)(=O)Cc3ccccc3)CC2)CC1 | 2 | -2
O=C(Oc1ccc2c(c1)OC(=Cc1cccnc1)C2=O)c1ccco1 | 9 | 1
COc1ccc(-n2nc3c(c2NC(=O)c2ccc(F)cc2)CSC3)cc1 | 34 | -5
O=C(Nc1ccccc1F)c1cc2c(=O)n3ccccc3nc2s1 | -4 | -11

Ordered by SMILES length (descending): some entries from above
SMILES | mHTT CaM bind | Pf apPOL inh
CCN(CC)S(=O)(=O)c1ccc(C(=O)Nc2nnc(-c3cccc(OC)c3)o2)cc1 | 22 | -10
CCN1CCN(C2=NC(=O)/C(=C\c3cc(OC)c(OC)c(OC)c3)S2)CC1 | 4 | -3
CCOC(=O)Cn1cc(CN2CCCC2c2c(C)noc2CC)c2ccccc21 (stereo not given) | 8 | -4
O=C(Oc1ccc2c(c1)OC(=Cc1cccnc1)C2=O)c1ccco1 | 9 | 1
CCOc1cccc(OCCOc2ccc([N+](=O)[O-])cc2)c1 | -18 | 4
Cc1ccc(C)c(NC(=O)N2CCn3cccc3C2C)c1 (stereo not given) | 3 | -5

Remaining list, next part.
SMILES | mHTT CaM bind | Pf apPOL inh
Cc1ccc(NC(=O)CN2C(=O)C(c3ccc(Cl)cc3)=NC2(C)C)cc1 | -12 | -2
CSc1ccc(-c2nnn(CC(N)=O)n2)cc1 | -2 | -2
O=C(NCc1ccc2c(c1)CCCN2C(=O)C1CC1)c1ccc(Br)o1 | 20 | -6
CCN(CC)c1nc(=O)c2cc(NC(C)=O)ccc2s1 | 13 | 6
O=S(=O)(c1ccc2oc3ccc(S(=O)(=O)N4CCOCC4)cc3c2c1)N1CCOCC1 | 3 | -1
Cc1ccc(-n2nc3c(c2NC(=O)C(C)Oc2ccccc2)CS(=O)(=O)C3)c(C)c1 (stereo not given) | 4 | 2
O=C(c1ccc(Sc2ccccn2)c([N+](=O)[O-])c1)N1CC=CCC1 | . | 0
COc1ccc(CNC(=O)CCc2ccccc2)cc1OC | -12 | 4
Cc1nn(-c2ccccc2)nc1CNS(=O)(=O)c1ccc2c(c1)N(C)CCO2 | . | 4
O=c1c2cn[nH]c2nc(SCc2cccc(F)c2)n1-c1ccc(Br)cc1 | 30 | -5
O=C(N1CCC(c2nc(-c3ccccc3)no2)C1)C1(c2ccccc2)CC1 (stereo not given) | -11 | -1
Cc1cccc2oc(-c3cccc(NC(=O)c4cccs4)c3)nc12 | 0 | -4
CC(C)NC(=O)C(C)C1CCN(S(=O)(=O)c2ccc(Br)s2)CC1 (stereo not given) | -15 | -2
CSC(=NCCc1ccc(Cl)cc1)NS(=O)(=O)c1ccccc1 | . | -19
Cn1c(=O)c2c(nc(SCc3ccc(Cl)cc3Cl)n2C)n(C)c1=O | -2 | -12
CCCc1c(C)c2cc3c(-c4ccccc4)coc3cc2oc1=O | 8 | 19
FC(F)(F)c1c[nH]c(=S)c(C(F)(F)F)c1 | . | -1
O=[N+]([O-])c1ccc(NN=C2CCOc3ccc(F)cc32)cc1 | . | -7
Cc1cccc(NC(=O)CSc2nc3c(c(=O)n2-c2ccc(Cl)cc2)SCC3)c1 | 4 | -10
O=C(Nc1onc2c1CSC2)c1ccc(Cn2ccnc2)cc1 | 18 | 20
Cc1noc(-c2cccnc2N2CCCN(C(=O)CCc3ccccc3)CC2)n1 | -4 | -4
CN(CC(=O)N1CCc2ccccc21)S(=O)(=O)c1cccc2cnccc12 | 0 | 2
Cc1ccc(S(=O)(=O)N2CCC(=O)N(CCOCc3ccc(C(F)(F)F)cc3)CC2)cc1 | 12 | -4
Cc1cc(C)c(CNC(=O)C2c3ccccc3CCN2C(=O)C2CC2)c(C)c1 (stereo not given) | 0 | -5
CCOc1ccc(Cl)cc1C1C2=C(CC(C)(C)CC2=O)N(C)C2=C1C(=O)CC(C)(C)C2 | 17 | 6
NC(=O)Cn1cnc2scc(-c3ccc(Br)cc3)c2c1=O | 1 | 1
CC(C)CNC(=O)c1nnn(-c2ccccc2)c1-c1ccncc1 | -3 | -1
COc1ccc(Oc2cc(Cl)nc(N)n2)cc1 | 3 | 4
Cc1nnsc1C(=O)OCc1cc(-c2ccc3c(c2)CC(C)O3)on1 (stereo not given) | -16 | 0
Cc1ccc(OCC(O)CNC(C)(C)C)cc1C (stereo not given) | 0 | 0
Cc1cccc2c(=O)c(-c3ccc4c(c3)OCO4)c(NC(=O)C3CCCCC3)oc12 | -2 | -7
CC(C)N(CC#CC(C)(C)O)Cc1ccccc1 | -5 | -61
Cc1ccc(CNC(=O)c2c(C)oc3ccn(C)c(=O)c23)cc1 | -11 | 0
COc1ccccc1N=C1SC(C(=O)Nc2ccc(C)c(Cl)c2)CC(=O)N1C (stereo not given) | 28 | -2
COc1ccc(NC(=O)c2ccccc2Cl)c(OC)c1 | -7 | 3
Cc1oc(C2CCN(C(=O)Cc3ccccc3Cl)CC2)nc1C(=O)N1CCCC1 | 1 | -1
Cc1ccc2c(c1)CCCN2C(=O)c1cnn(-c2ccc(F)cc2)c1C | . | -9
CCCN(CCC)C(=O)CSc1nc2n[nH]c(C)c2c(=N)n1-c1ccc(OCC)cc1 | 21 | -5
CCC(C)(C)C(=O)Nc1ccccc1OC | -1 | -2
COc1cccc(CNC(=O)N2CCCC(C)(C(=O)NCc3ccc(F)cc3)C2)c1 (stereo not given) | -5 | -3
CCCCN(CCCC)S(=O)(=O)c1ccc(C(=O)Nc2nnc(COC)o2)cc1 | 25 | -26
COc1cccc(C2CC(c3ccc(Cl)cc3)=NC(C(C)C)N2)c1O (stereo not given) | 18 | -5
COc1ccc(-c2ncc3c(n2)CCN(C(=O)C2CCCC2)C3)cc1 | -8 | 0
COc1ccc(Br)cc1/C=C1/N=C(c2ccccc2OC)OC1=O | 13 | 0
COc1cccc(-c2cn3ccn(-c4cccc(Cl)c4)c(=O)c3n2)c1 | -7 | 0
O=C(CN(c1cccc([N+](=O)[O-])c1)S(=O)(=O)c1ccccc1)NC1CC1 | 13 | -6
C#CCOc1ccc2c3c(c(=O)oc2c1)CCCC3 | -9&1 | 0&0
CCOc1ccccc1C(=O)NC1CCN(C(=O)c2cn[nH]c2-c2ccc(F)cc2)CC1 | 1 | -20
Cc1cc(Cl)ccc1NC(=O)c1cn2c(n1)COCC2 | 14 | -7
COC(=O)CNC(=O)C12CC3(C)CC(C)(CC(C)(C3)C1)C2 | 0 | 1
CN(C)c1cccc(OCc2noc(-c3ccccc3Cl)n2)c1 | 68* | -9
CNN1C(=O)c2cccc3cccc(c23)C1=O | . | -6
CCOC(=O)N1CCc2c(nc(-c3ccc(F)cc3)n(CC(=O)Nc3ccccc3)c2=O)C1 | 17 | 7
Nc1cc(=O)[nH]c(=S)n1C1CCCC1 | -2 | .
COC(=O)c1ccc2c(=O)n(-c3cccc(Cl)c3)c(N3CCCC3)nc2c1 | -71 | -1
COc1ccc(-c2c(N)n(-c3ccccc3)c(=O)c3cc([N+](=O)[O-])ccc23)cc1OC | . | -10
CCC1=NN(C(=O)c2ccc(Br)cc2)C(O)(c2ccccc2)C1 (stereo not given) | 36 | 5
Cc1ccc(OCC(=O)Nc2ccc(S(=O)(=O)NC(C)(C)C)cc2)c(C)c1 | 9 | -8
Cc1cc(Cl)ccc1OCC(O)CN1CCOCC1 (stereo not given) | -4 | -4

6 compounds drawn at random from the list so far, as already listed:
SMILES | mHTT CaM bind | Pf apPOL inh
COc1ccc(-c2c(N)n(-c3ccccc3)c(=O)c3cc([N+](=O)[O-])ccc23)cc1OC | . | -10
CNN1C(=O)c2cccc3cccc(c23)C1=O | . | -6
C#CCOc1ccc2c3c(c(=O)oc2c1)CCCC3 | -9&1 | 0&0
COC(=O)CNC(=O)C12CC3(C)CC(C)(CC(C)(C3)C1)C2 | 0 | 1
CCC1=NN(C(=O)c2ccc(Br)cc2)C(O)(c2ccccc2)C1 (stereo not given) | 36 | 5
COC(=O)c1ccc2c(=O)n(-c3cccc(Cl)c3)c(N3CCCC3)nc2c1 | -71 | -1

Hits appear at their usual frequency. Share with any hit: about 3.5%.
